From PubChem
TEAD-YAP block – TEAD-YAP interaction inhibition | HEK-TIYL cells, TEAD-Gal4/YAP UAS-luciferase luminescence | inhibition, % at 9.12 µM | 640,000 compounds, 1.4% hits | AID 1259422; in the data active = inhibition above about 32%;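 note: 0% = median of test compound wells and 100% = reference inhibitor wells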
MITF primary – blocks human microphthalmia-associated transcription factor; 650,000 compounds, 0.91% hits; AID 1259374; inhibition, % at 2.6 µM; AlphaScreen MITF homodimerization, bead proximity signal; in the data active = inhibition above about 50%;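 note: 0% = vehicle wells with protein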
GPR151 activ – activates the human receptor GPR151 | PathHunter beta-arrestin GPR151 cells, luminescence | activation, % at 11.2 µM | 650,000 compounds, 1% hits; in the data active = activation above about 4.9%;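 note: 0% = median of compound wells and 100% = cells with positive control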
Target sequence (Q8TDV0 whole entry, looked up): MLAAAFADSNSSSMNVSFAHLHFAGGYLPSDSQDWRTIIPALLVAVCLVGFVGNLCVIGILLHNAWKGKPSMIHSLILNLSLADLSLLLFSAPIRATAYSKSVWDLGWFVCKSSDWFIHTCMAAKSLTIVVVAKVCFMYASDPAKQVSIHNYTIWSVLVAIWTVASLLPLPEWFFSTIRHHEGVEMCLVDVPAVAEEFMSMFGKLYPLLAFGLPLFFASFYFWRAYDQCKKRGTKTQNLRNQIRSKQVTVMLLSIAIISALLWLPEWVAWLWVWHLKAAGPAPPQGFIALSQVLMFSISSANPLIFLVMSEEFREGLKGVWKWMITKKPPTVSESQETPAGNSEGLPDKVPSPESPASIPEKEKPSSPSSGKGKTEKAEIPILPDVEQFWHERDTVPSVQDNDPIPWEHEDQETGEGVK
FBW7 activator – activators of human E3 ligase FBW7; Q969H0; AlphaScreen FBW7–phospho-cyclin E peptide binding, activator screen; normalized activity (activation), % at 26.1 µM; 650,000 compounds, 0.13% hits; in the data active = normalized activity above about 1.9%;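 note: purified mutant Fbw7 with reduced substrate affinity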
Target sequence (Q969H0 whole entry, looked up): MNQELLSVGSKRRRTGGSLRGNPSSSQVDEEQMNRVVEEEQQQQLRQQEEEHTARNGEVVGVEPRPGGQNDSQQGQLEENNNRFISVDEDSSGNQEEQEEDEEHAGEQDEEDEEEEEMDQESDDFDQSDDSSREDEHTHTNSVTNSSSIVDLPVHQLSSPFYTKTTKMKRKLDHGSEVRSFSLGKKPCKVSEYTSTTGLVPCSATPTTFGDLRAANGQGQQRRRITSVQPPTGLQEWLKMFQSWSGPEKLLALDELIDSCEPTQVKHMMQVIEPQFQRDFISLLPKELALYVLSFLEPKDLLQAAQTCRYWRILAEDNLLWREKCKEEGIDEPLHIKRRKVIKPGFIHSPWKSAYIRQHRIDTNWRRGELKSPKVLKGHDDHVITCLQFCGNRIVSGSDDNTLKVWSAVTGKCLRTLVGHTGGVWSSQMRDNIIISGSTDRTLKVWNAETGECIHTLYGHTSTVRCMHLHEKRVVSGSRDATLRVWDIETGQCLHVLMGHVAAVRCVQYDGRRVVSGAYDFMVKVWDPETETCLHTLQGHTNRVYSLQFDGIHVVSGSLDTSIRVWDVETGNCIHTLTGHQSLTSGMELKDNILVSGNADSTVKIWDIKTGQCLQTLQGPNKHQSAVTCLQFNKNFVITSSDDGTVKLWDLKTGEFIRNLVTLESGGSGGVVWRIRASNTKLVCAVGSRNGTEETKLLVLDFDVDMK
The depositor's hits bear a star. Not a hit list, and some 3.4% of all compounds hit somewhere here.

Each structure is followed by: TEAD-YAP block	MITF primary	GPR151 activ	FBW7 activator
- CNC(=O)c1c(NC(=O)c2cccc(OC)c2)sc2c1CCC2
    -11	-12	-0.8	-0.1
- O=C(CSc1ccc(F)cc1)Nc1ccc(Cl)c(N2CCCS2(=O)=O)c1
    -5	-8	12*	0.2
- Cc1noc(C)c1C(=O)N1CCCC(C(=O)Nc2cccc(-c3cc4ccccc4[nH]3)c2)C1 (stereo not given)
    3	5	2.2	0.5
- COc1cc(-c2nc(C=Nc3cc(C)ccn3)c(O)o2)cc(OC)c1OC
    8	11	0.7	0.1
- O=C(CSc1nnc2n(Cc3ccc(Cl)cc3)c3ccccc3n12)N1CCOCC1
    -2	4	-0.2	0.0
- Cc1sc2nc(C)n(C3CCN(C(=O)Cc4ccsc4)CC3)c(=O)c2c1C
    9	-1	0.4	0.0
- COc1ccc(C(C[N+](=O)[O-])c2c(C)[nH]c3ccccc23)cc1OC (stereo not given)
    -3	14	-0.3	0.2
- CC(=O)Nc1ccc(Oc2cc(C#N)c(C#N)cc2N2CCCCCC2)cc1
    -1	-2	0.7	0.1
- CC(=O)Nc1ccc(Nc2cc(C)nc(N3CCCC3CO)n2)cc1 (stereo not given)
    -2	6	2.0	0.3
- CC(=O)c1ccccc1-c1ccc2c(c1)CC(CNC(=O)C[C@@H]1C[C@@H](C)NC(=S)N1)O2 (stereo not given in full)
    -2	-4	-0.2	0.2
- CCOC(=O)C1=C(C)N=c2s/c(=C\c3ccc(OC(C)=O)c(OC)c3)c(=O)n2C1c1ccc(OC)cc1 (stereo not given)
    -8	-1	-0.4	-0.1
- Nc1nc(SCC(=O)Nc2ccc3[nH]c(=O)[nH]c3c2)n[nH]1
    9	-15	2.9	-0.4
- CC(=O)c1cccc(-c2nc(NCCc3ccc(O)cc3)c3ncn(C4CCCCC4)c3n2)c1
    -10	0	-0.8	0.1
- COC(=O)C1=C(C(=O)OC)SC(=C2C(=S)C(C)(C)N(C)c3ccc(C)cc32)S1
    6	52*	-0.3	-0.5
- Cc1cccc(N(CC(=O)N2CCCC2)S(C)(=O)=O)c1
    2	3	-0.5	0.3
- CC(C)c1cc(C(=O)NCc2ccco2)nn1-c1nc2ccccc2s1
    78*	-2	0.6	-0.1
- Cc1cc(-c2nn3c(C)nnc3s2)ccc1NC(=S)NC(=O)COc1ccccc1
    3	9	-0.4	-0.1
- CCOC(=O)CC1=NN(c2ccccc2)C(=O)/C1=C\c1ccc(N(C)C)cc1
    4	6	2.5	-0.1
- CC1CN(C(=S)c2ccc(Br)cc2)CC(C)O1 (stereo not given)
    6	-2	0.0	-0.2
- O=C1CSc2ccc(C(=O)NCc3ccccc3Cl)cc2N1
    -11	15	0.4	0.4
- Cc1ccc(-c2nc3ccccc3s2)cc1NC(=O)c1ncn[nH]1
    -46	41	-0.3	-0.8
- NNC(=O)c1cc2sc(Br)cc2[nH]1
    -1	3	1.8	-0.1
- CC1CCN(Cc2nc3c(c(=O)n(C)c(=O)n3C)n2CCCc2ccccc2)CC1
    0	10	-0.1	0.0
- COc1ccc(/C=C2\C=C(c3ccccc3)N(c3ccc(O)c(C(=O)O)c3)C2=O)cc1
    0	17	-2.1	0.7
- COc1ccc2c(c1)-c1c(ssc1=S)C(C)(C)N2C(=O)CSc1nc2ccccc2s1
    16	0	0.3	-0.5
- CCOc1ccc2cc(-c3ccc(OC)c(OC)c3)c(=O)oc2c1
    -21	3	-1.5	0.6
- COc1cccc(C2C(C(=O)Nc3nc4ccccc4s3)=C(C)NC3=C2C(=O)CC(C)(C)C3)c1OC (stereo not given)
    -14	3	-1.1	0.0
- COc1ccc(/C=C2\SC(=O)N(CC(=O)Nc3ccccc3O)C2=O)cc1OC
    12	-7	-1.0	0.1
- CCOc1cc(Br)cc(C2NC(=O)c3c(sc4c3CCN(C)C4)N2)c1O (stereo not given)
    13	17	1.6	0.8
- C=CCn1c(=O)c2ccccc2n2c(SCC(=O)Nc3ccc4c(c3)OCCO4)nnc12
    8	0	-1.3	-0.1

Some of the entries so far, as labelled records:
Compound: Cc1cc(-c2nn3c(C)nnc3s2)ccc1NC(=S)NC(=O)COc1ccccc1
  TEAD-YAP block = 3
  MITF primary = 9
  GPR151 activ = -0.4
  FBW7 activator = -0.1

Compound: CCOC(=O)CC1=NN(c2ccccc2)C(=O)/C1=C\c1ccc(N(C)C)cc1
  TEAD-YAP block = 4
  MITF primary = 6
  GPR151 activ = 2.5
  FBW7 activator = -0.1

The results go on:
Each structure is followed by: TEAD-YAP block	MITF primary	GPR151 activ	FBW7 activator
- Cc1ccccc1-n1nc2c(c1NC(=O)c1cccc([N+](=O)[O-])c1)CSC2
    -5	11	1.6	0.0
- CN(C)CCN(C)C1Cc2ccccc2C1
    5	16	-0.4	-0.2
- O=C1c2cccc3cccc(c23)C(=O)N1CCN1CCN(CC(O)COc2ccccc2Cl)CC1 (stereo not given)
    8	2	-1.0	-0.1
- CC(=O)N1C(=N)S/C(=C/c2cc3ccc(C)cc3nc2N2CCOCC2)C1=O
    6	2	0.5	-0.1
- O=CN/N=C/c1ccc(N2CCOCC2)s1
    -18	6	1.9	0.2
- CC(C)CCOC(=O)c1cc(-c2cc(C(=O)OCCC(C)C)c3ccccc3n2)nc2ccccc12
    5	14	-0.5	0.3
- COc1ccc(-c2cc(NCc3ccccc3)nc(N)n2)cn1
    16	4	-1.7	0.0
- CC(Cl)C(=O)N1CCN(Cc2ccccc2)CC1 (stereo not given)
    12	2	-1.9	-0.1
- CCOC(=O)c1nc(Nc2ccc(Br)cc2)c2ccccc2n1
    11	4	0.0	0.1
- COc1ccc(C(=O)NCc2csc(-c3cccs3)n2)cc1
    6	9	-0.3	0.2
- CCC(=O)c1ccc(OCC(O)Cn2cccn2)cc1 (stereo not given)
    -35	10	-2.3	0.1
- Cc1nc2sccn2c1-c1csc(Nc2ccccc2Cl)n1
    1	-2	0.1	0.3
- COc1ccc(CN2CCN(Cc3ccc(C)o3)C(CCO)C2)c(F)c1 (stereo not given)
    -2	-13	0.7	-0.2
- Cc1cc(C)n2c(SCC(=O)Nc3ccccc3C(F)(F)F)nnc2n1
    6	-1	0.2	0.0
- CCOc1ccc(-n2c(C)nc3cc(C(=O)NCCCN4CCOCC4)ccc32)cc1
    8	-10	2.4	0.8
- COc1cccc(NC(=O)CSc2nc3n[nH]c(C)c3c(=N)n2-c2ccc(C)cc2)c1
    1	0	-1.7	-0.1
- COC(=O)c1ccc(CNC(=O)CCC2(Cc3ccc4ccccc4c3)CCC(=O)N2)cc1 (stereo not given)
    17	16	0.0	0.1
- Cc1csc(NC(=O)CSc2nccn2Cc2ccco2)n1
    -10	-3	-2.3	0.2
- O=C(c1ccc(Sc2ccccc2Cl)c([N+](=O)[O-])c1)N1CCOCC1
    9	11	1.1	0.1
- COc1ccc(C)cc1NC(=O)c1cc(S(=O)(=O)NC2CCCC2)ccc1F
    -2	11	-2.4	0.6
- COc1ccc(/C=C/C(=O)Nc2c3c(nn2-c2ccccc2)CCC3)cc1OC
    -12	4	-1.5	-0.3
- Cc1noc(C)c1-c1nccc(N)n1
    -10	5	2.1	0.1
- O=C1COc2cc(S(=O)(=O)N(CCc3ccccc3)Cc3ccccc3)ccc2N1
    -7	6	1.2	0.0
- COc1ccc(OCC(=O)N/N=C/c2cc3c(cc2[N+](=O)[O-])OCO3)cc1
    -6	-1	10*	-0.1
- COC(=O)c1ccc(N2C(=O)CSC2c2ccc(Br)cc2)cc1 (stereo not given)
    3	-11	-1.1	0.0
- Cc1ccc(C(=O)NCc2ccc(N3CCN(C)CC3)cc2)cc1C
    -14	-1	-2.2	-0.3
- O=C(NCc1ccc(F)cc1)c1cnn2c(C(F)F)cc(-c3ccccc3)nc12
    2	11	0.3	0.2
- CC(=O)N1CCN(CC(O)COC2CCCCC2)CC1 (stereo not given)
    0	2	-1.2	0.0
- O=C(CSc1nnc2scc(-c3ccc(Cl)cc3)n12)NCc1cccnc1
    4	-10	-0.1	-0.3
- CC(=O)c1ccc(NC(=O)c2cc3nc4c(c(C(F)(F)F)n3n2)CCCC4)cc1
    -11	6	0.2	0.0
- CC(=O)CN1C(=O)c2ccccc2S1(=O)=O
    -8	-8	-0.5	0.1
- Cc1nc(C)c(C(=O)NCc2ccc(Cl)cc2)o1
    -6	4	-0.3	0.0
- O=C(Nc1c2c(nn1-c1ccc(F)cc1)CSC2)c1ccc(Br)o1
    11	6	1.6	0.1
- CCn1c(=O)n(CC(=O)NCc2cccs2)c2cccnc21
    1	-3	-0.6	-0.1
- O=C(CNC(=S)N(Cc1ccccc1)Cc1cccs1)NCc1cccnc1
    -16	3	1.7	0.0
- Cc1ccc(N2C(=O)CN(S(C)(=O)=O)CC2(C)C(=O)NC2CCCC2)cc1Cl (stereo not given)
    8	-2	0.2	-0.2
- O=C(Nc1ccc(Cl)cc1[N+](=O)[O-])c1cccn(OCc2ccc(F)cc2)c1=O
    13	-3	2.0	0.5
- Cn1cnc([N+](=O)[O-])c1SCC(O)CCl (stereo not given)
    7	7	1.0	0.8
- CCCCOC(=O)C1=C(C)N(C)C(=O)NC1c1cc(OC)ccc1OC (stereo not given)
    5	6	0.3	0.1
- Cc1cc(C)cc(NC(=O)CSc2n[nH]c(-c3cccnc3)n2)c1
    -6	22	-0.9	0.9
- COc1ccccc1NC(=O)c1cc2c(ccc3ccccc32)oc1=O
    8	17	-1.0	0.1
- CC(C)(C)c1ccc(C(=O)N2CCN(c3ccc([N+](=O)[O-])c(NC4CC4)c3)CC2)cc1
    3	-2	0.6	-0.2
- COC(=O)c1ccc(C(=O)OC)c(NC(=O)Nc2cc(Cl)ccc2OC)c1
    2	-4	-1.5	-0.3
- COC(=O)C1=C(C)N(C)C(C)=C(C(=O)OC)C1c1cccc(OC)c1
    1	1	-1.1	0.0
- O=C(Nc1cc(Oc2cccnc2)cc([N+](=O)[O-])c1)c1cc2nc(-c3ccc(F)cc3)cc(C(F)(F)F)n2n1
    5	-13	0.0	0.1
- O=C(OCc1ccc([N+](=O)[O-])cc1)C1CCN(S(=O)(=O)c2ccc(Cl)cc2)CC1
    0	-4	-1.1	0.0
- Brc1cccc2cnc(Nc3ccc(-n4cnc(N5CCOCC5)n4)cc3)nc12
    -14	6	0.2	-0.1
- CC(C)(C)c1cc(C(=O)OCC(=O)c2ccc([N+](=O)[O-])cc2)cc(C(C)(C)C)c1
    -2	6	2.6	-0.1
- Cc1cc(=O)n2c(n1)OC(CO)C2 (stereo not given)
    -10	15	-1.1	0.2
- CCC(C)(C)n1nnnc1C(c1ccccc1F)N1CCN(C(=O)c2ccco2)CC1 (stereo not given)
    7	4	0.5	0.1
- CCc1cc2cc3c(cc2nc1SCC(=O)O)OCO3
    -26	3	1.9	0.0
- C/C(=N\NC(=O)COc1ccc(Cl)c(C)c1)c1cccs1
    3	-3	0.4	0.0
- Cc1ccc(/C(N)=N/OC(=O)CCC2CCCC2)cc1
    6	-5	-0.5	0.1
- CN(C)S(=O)(=O)c1ccc(C(=O)Oc2cc(=O)n(-c3ccccc3)c3ccccc23)cc1
    6	7	-0.6	0.4
- Cc1ccccc1NC(=O)c1cc2cc([N+](=O)[O-])ccc2oc1=N
    5	5	1.9	-0.1
- Fc1ccc(CN2CCCC(c3ccn[nH]3)C2)cc1F (stereo not given)
    2	-4	0.6	0.0
- O=[N+]([O-])c1ccc(-c2nsc3c(N4CCOCC4)ncnc23)cc1
    -4	13	0.3	-0.1
- COc1ccc(NC(=O)c2cc3cc(Cl)ccc3oc2=O)cc1
    -4	-2	6.3*	0.0
- O=C(Nc1ccc(Cl)c(Cl)c1)c1ccc(F)c(S(=O)(=O)NCCc2ccccc2)c1
    3	4	0.0	0.1
- COc1ccc(S(=O)(=O)N(CC(=O)Nc2ccccc2C)c2ccc(C)cc2)cc1OC
    -3	-2	-0.1	0.0

Entries of single compounds, quoted from the list. Values in the order: TEAD-YAP block, MITF primary, GPR151 activ, FBW7 activator
Results for O=C(Nc1ccc(Cl)c(Cl)c1)c1ccc(F)c(S(=O)(=O)NCCc2ccccc2)c1 → 3, 4, 0.0, 0.1
Results for O=C(Nc1cc(Oc2cccnc2)cc([N+](=O)[O-])c1)c1cc2nc(-c3ccc(F)cc3)cc(C(F)(F)F)n2n1 → 5, -13, 0.0, 0.1
Results for CCCCOC(=O)C1=C(C)N(C)C(=O)NC1c1cc(OC)ccc1OC (stereo not given) → 5, 6, 0.3, 0.1
Results for Cn1cnc([N+](=O)[O-])c1SCC(O)CCl (stereo not given) → 7, 7, 1.0, 0.8
Results for Fc1ccc(CN2CCCC(c3ccn[nH]3)C2)cc1F (stereo not given) → 2, -4, 0.6, 0.0

Additional entries follow.
Each structure is followed by: TEAD-YAP block	MITF primary	GPR151 activ	FBW7 activator
- CC(Oc1cccc(F)c1)C(=O)NCCOc1ccc2nnc(-c3ccc(F)cc3)n2n1 (stereo not given)
    -7	2	0.9	0.2
- OC(CNCCc1ccccc1)Cn1c2c(c3ccccc31)CCCC2 (stereo not given)
    2	5	2.4	-0.2
- CCn1ncc(C(=O)N2CCc3c(nc(N4CCC(C)CC4)[nH]c3=O)C2)c1C
    -9	-12	-1.4	0.2
- Cc1onc(-c2ccccc2)c1CNC(=O)c1cc(F)cc2c1OCOC2
    0	-7	0.6	-0.2
- COC(=O)c1ccc(NC(=O)CC2Sc3ccccc3NC2=O)cc1 (stereo not given)
    -9	4	-0.1	0.1
- CC(C)c1ccc(C2=CC(c3ccc(F)cc3)n3nnnc3N2)cc1 (stereo not given)
    -2	7	0.5	0.2
- O=Cc1ccc(OCC(=O)OCC(=O)Nc2cccnc2Cl)cc1
    -6	4	0.6	-0.1
- CCCOc1ccc(/C=N/NC(=O)C(=O)Nc2ccc(Cl)cc2C)cc1
    0	-4	2.1	0.0
- O=c1c2cccnc2[nH]c(=S)n1Cc1ccc(Cl)cc1
    0	20	1.3	0.2
